AID2073: disruptors of CaV2.2 binding to Mint1 – biochemical, HTRF (AID 2073). hit rate 0.19% among 290,000. HTRF protein-protein interaction, Mint1-CaV2.2; higher % means a stronger effect. inhibition, % at 20 µM; hits with a dose series show IC50 in µM; in the data active means inhibition mostly above about 51%, no sharp cut-off; further: some results filed as inactive read as strong as hits
SIAH1 antagonists: blockers of Siah-1 interaction with plectin peptide – biochemical, fluorescence polarization, rhodamine-plectin, uHTS, primary screen (AID 1817); hit rate 0.02% among 290,000; displacement, % at 20 µM, or IC50 in µM where a hit was titrated; Siah-1 / rhodamine-plectin peptide fluorescence polarization; higher % means a stronger effect;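 active means displacement of at least 50% at 20 µM, with a fluorescence ratio check between 0.3 and a set limit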;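 further: plate controls were Siah plus tracer with DMSO for no effect and tracer alone without Siah for full effect; strong numbers were not always called active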
GPR35 antagonists: GPR35 antagonists blocking zaprinast-driven arrestin recruitment, primary screen, imaging, U2OS, beta-arrestin-GFP, zaprinast agonist (AID 2058) | U2OS GPR35 beta-arrestin-GFP translocation imaging, zaprinast antagonism; higher % means a stronger effect | hit rate 0.052% among 290,000 | one-dose inhibition, % at 10 µM; IC50 in µM for titrated hits;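 active means inhibition of at least 50% with at least 30 cells and total cytoplasm GFP at most 10,000,000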
KOR beta-arrestin-1: kappa opioid receptor activators – cell-based, luminescence, uHTS, primary screen (AID 1777); activation, % at 10 µM; hits with a dose series show EC50 in µM; KOR beta-arrestin recruitment, luminescence; higher % means a stronger effect; hit rate 0.02% among 280,000; in the data active means activation above about 50%, passing the limit was not always enough; further: a part of the inactive calls stands beside numbers as strong as those of hits
NOD1 NF-kB reporter: NOD1 signaling inhibitors, primary screen, cell-based, luminescence, uHTS (AID 1578). NOD1-driven NF-kB luciferase reporter cells, luminescence; higher % means a stronger effect. inhibition, % at 4 µM; hits with a dose series show EC50 in µM. hit rate 1% among 290,000; in the data active means inhibition mostly above about 36%, no sharp cut-off; inactive means mostly below about 34%;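 further: HEK-293T reporter cells stimulated with the NOD1 agonist gamma-tri-DAP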
HIV fusion peptide: cell-free HIV fusion peptide-binding blockers – biochemical, uHTS, fluorescence dequenching, primary screen (AID 1986). cell-free peptide binding, fluorescence dequenching, 30 min; higher % means a stronger effect. one-dose inhibition, % at 20 µM; IC50 in µM for titrated hits. hit rate 0.3% among 290,000; in the data active means inhibition mostly above about 52%, no sharp cut-off; inactive means mostly below about 76%; further: some results filed as inactive read as strong as hits
GPR55 activation: GPR55 agonists via beta-arrestin recruitment, primary screen, imaging, U2OS cells, beta-arrestin-GFP redistribution (AID 1961). U2OS GPR55 beta-arrestin-GFP redistribution imaging; higher % means a stronger effect. one-dose activation, % at 10 µM; EC50 in µM for titrated hits. hit rate 0.048% among 290,000;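 active means activation above 40% with more than 50 cells counted in the well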;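 further: U2OS osteosarcoma cells stably expressing GPR55 and beta-arrestin-GFP; plate controls were DMSO negative control for no effect and LPI positive control for full effect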
GPR55 LPI antagonism: GPR55 antagonists blocking LPI-driven arrestin recruitment, primary screen, imaging, U2OS, beta-arrestin-GFP, LPI agonist (AID 2013); hit rate 0.13% among 290,000; inhibition, % at 10 µM, or IC50 in µM where a hit was titrated; U2OS GPR55 beta-arrestin-GFP translocation imaging, LPI antagonism; higher % means a stronger effect;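 active means spots per cell inhibited over 60%, with over 100 cells counted and total cytoplasm intensity under 500,000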;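 further: U2OS cells stably carrying GPR55 and arrestin-GFP stimulated by 5 µM LPI near EC80; imaged beta-arrestin-GFP aggregate spots per cell after agonist stimulation; plate controls were LPI-stimulated DMSO wells for no effect and DMSO wells without LPI for full effect; some results filed as inactive read as strong as hits; confirmed hits need IC50 under 10 µM and bright autofluorescent wells are also inconclusive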
KOR beta-arrestin-2: KOR antagonists, beta-arrestin recruitment, cell-based, luminescence, uHTS (AID 1778); KOR beta-arrestin recruitment, luminescence, antagonist mode; higher % means a stronger effect; one-dose inhibition, % at 10 µM; IC50 in µM for titrated hits; hit rate 0.091% among 290,000; in the data active means inhibition above about 50%; further: strong numbers were not always called active
Numbers without * were called inactive; nt = no result given; [ ] = remark or other dose. This is a subset, so the mix of outcomes need not match the whole.

SMILES	AID2073	SIAH1 antagonists	GPR35 antagonists	KOR beta-arrestin-1	NOD1 NF-kB reporter	HIV fusion peptide	GPR55 activation	GPR55 LPI antagonism	KOR beta-arrestin-2
CCOC(=O)c1cnc2c(F)ccc(F)c2c1Sc1ccccc1	4%	10%	-6%	1.8%	4%	-2.9%	0.3%	9%	16%
CN(Cc1ccco1)S(=O)(=O)c1nnc(NC(=O)c2ccc(F)cc2)s1	27%	10%	3%	0.9%	-19%	17%	0.2%	1%	-39%
CCOC(=O)C(C)NC(=O)Cn1ncc2c(=O)oc3ccc(C)cc3c21 (configuration not stated)	5%	1%	4%	nt	-3%	-1.3%	-0.1%	9%	10%
O=C(CCC(=O)N1CCN(S(=O)(=O)c2ccccc2)CC1)c1cccs1	-10%	-1%	2%	-0.6%	-17%	-1.5%	-0.2%	-23%	16%
Cn1c(=O)c2c(nc(SCc3cccnc3)n2Cc2ccc(F)cc2)n(C)c1=O	-24%	-7%	3%	-0.7%	15%	-1.1%	0.0%	-19%	-6%
COc1cccc(-c2noc(CCCC(=O)NC3CCCC3)n2)c1	7%	4%	-1%	-4.4%	13%	0.1%	0.2%	4%	-62%
CCCN1C(=O)c2ccccc2NC1c1ccc(OC)cc1OC (configuration not stated)	-7%	0%	-10%	-4.9%	2%	0.6%	0.1%	-3%	-15%
CC1(C)Cc2nc3oc4c(=O)n(CC(=O)Nc5ccccc5)cnc4c3cc2CO1	5%	11%	-10%	-4.3%	-20%	0.3%	-0.6%	-6%	14%
N=c1c(S(=O)(=O)c2ccc(Br)cc2)cc2c(=O)n3ccccc3nc2n1C1CCCCC1	22%	4%	-24%	3.1%	-17%	3.1%	0.6%	-10%	0%
CC(C(=O)N1CCc2ccccc21)N1CCN(Cc2ccc(Cl)cc2)CC1 (configuration not stated)	-12%	-4%	16%	5.1%	-24%	0.3%	-0.3%	9%	-25%
Cn1nc(C(F)(F)F)c(C(=O)Nc2ccc(F)cc2F)c1Sc1ccc(Cl)cc1	0%	1%	12%	-0.3%	6%	1.6%	0.0%	-1%	-25%
COC(=O)CC1Oc2ccccc2N(Cc2ccccc2)C1=O (configuration not stated)	-4%	3%	-11%	-2.8%	-4%	-1.5%	0.6%	3%	1%
CN1/C(=C\C(=O)COC(=O)CN2C(=O)C3CC=CCC3C2=O)C(C)(C)c2ccccc21 (configuration not stated)	-9%	1%	5%	nt	-21%	0.4%	0.2%	-2%	9%
CC(=O)N1c2ccc(S(=O)(=O)N3CCC(C(=O)Nc4cc(C)ccn4)CC3)cc2CC1C (configuration not stated)	8%	1%	13%	-4.2%	-10%	-1.2%	-0.1%	12%	-4%
C=CCNC(=O)NC(=O)CSc1nc2cc([N+](=O)[O-])ccc2n1-c1cccc(C(F)(F)F)c1	27%	-4%	27%	21%	-21%	0.4%	-0.2%	-9%	-59%
Cc1ccccc1CC(=O)Nc1cc(C(C)(C)C)on1	-4%	11%	-10%	-6.5%	-41%	0.9%	-0.4%	-11%	-27%[20 µM]
Cc1ccc([C@@H]2[C@@H]3C(=O)N(C)C(=O)[C@@H]3[C@]3(Cc4ccccc4)C(=O)N(Cc4ccccn4)CC(=O)N23)o1	4%	12%	-13%	-1.3%	4%	0.1%	-0.1%	-6%	-18%[20 µM]
CCc1ccc(-c2csc(-c3c[nH]c4ccccc34)n2)cc1	4%	-1%	22%	-3.0%	6%	-1.5%	0.6%	-1%	-56%
COc1cc(NC(=O)c2cccc3c2C(=O)N(C2CCCCC2)C3)cc(OC)c1OC	32%	2%	7%	8.7%	24%	-1.4%	0.3%	-4%	-69%
COc1ccc(/C=C/C(=O)NC(=S)NNC(=O)c2cccnc2)cc1OC	-14%	1%	3%	2.6%	-5%	8.3%	0.2%	15%	-30%

Whole records, quoted from the list.
COC(=O)CC1Oc2ccccc2N(Cc2ccccc2)C1=O (configuration not stated) is listed as AID2073 = -4%; SIAH1 antagonists = 3%; GPR35 antagonists = -11%; KOR beta-arrestin-1 = -2.8%; NOD1 NF-kB reporter = -4%; HIV fusion peptide = -1.5%; GPR55 activation = 0.6%; GPR55 LPI antagonism = 3%; KOR beta-arrestin-2 = 1%
O=C(CCC(=O)N1CCN(S(=O)(=O)c2ccccc2)CC1)c1cccs1 is listed as AID2073 = -10%; SIAH1 antagonists = -1%; GPR35 antagonists = 2%; KOR beta-arrestin-1 = -0.6%; NOD1 NF-kB reporter = -17%; HIV fusion peptide = -1.5%; GPR55 activation = -0.2%; GPR55 LPI antagonism = -23%; KOR beta-arrestin-2 = 16%

(list continues)
SMILES	AID2073	SIAH1 antagonists	GPR35 antagonists	KOR beta-arrestin-1	NOD1 NF-kB reporter	HIV fusion peptide	GPR55 activation	GPR55 LPI antagonism	KOR beta-arrestin-2
CCC1(CC)Cc2ccccc2C(C2=C(O)CC(C)(C)CC2=O)=N1	6%	6%	1%	-0.9%	-10%	1.5%	-0.2%	14%	-8%
CCCOc1ccc(NC(=O)C(=O)NCCCn2ccnc2)cc1	7%	2%	3%	-0.2%	-24%	2.6%	-0.1%	2%	15%
O=C(CSc1ncnc2c1nnn2Cc1ccc(F)cc1)NCC1CCCO1 (configuration not stated)	-4%	14%	10%	-0.9%	-6%	1.7%	-0.1%	8%	2%
CS/C(=C(/C#N)S(=O)(=O)c1ccc(Cl)cc1)N1CCOCC1	12%	-4%	3%	-1.5%	-4%	-0.8%	-0.2%	2%	-26%
COc1cc(C)nc(N2CCCC(C(=O)Nc3cccc(Cl)c3C)C2)n1 (configuration not stated)	3%	-7%	10%	-0.2%	-91%	-4.5%	0.3%	5%	-6%
Cc1csc(SCC(=O)Nc2ccccc2)n1	5%	-2%	-14%	-1.4%	-44%	-0.7%	0.0%	-6%	-21%
CCOc1ccc2[nH]c(C)c(CN3CCCCCC3)c(=O)c2c1	-6%	1%	-15%	1.9%	-25%	-0.7%	-0.1%	-9%	-10%
Cn1c(Cn2c(=O)sc3ccccc32)nnc1SCC(=O)NCc1ccccc1	5%	-2%	15%	-4.8%	-2%	-2.4%	-0.5%	-5%	-8%
CCN(CC)c1c([N+](=O)[O-])c(=O)n(C)c2ccccc12	-5%	5%	3%	2.2%	-25%	0.9%	0.1%	-12%	-24%
Cc1ncsc1C(=O)N1N=C2/C(=C/c3ccccc3)CCCC2C1c1ccccc1 (configuration not stated)	12%	0%	-7%	0.1%	2%	-0.4%	0.3%	4%	-27%
N#Cc1c2c(c(NCCN3CCOCC3)n3c1nc1ccccc13)CCCC2	4%	0%	5%	-2.5%	-11%	1.2%	-0.1%	3%	-8%
CCC(C)(C)c1ccc(OC(=O)c2cccnc2Cl)cc1	-2%	4%	-6%	-4.8%	-38%	2.5%	-0.2%	0%	29%
CC1=C(C(=O)OCCOc2ccccc2)C(c2ccc(C)o2)C2=C(CC(C)(C)CC2=O)N1 (configuration not stated)	4%	2%	-14%	1.1%	-16%	0.9%	0.1%	9%	11%
O=S(=O)(c1ccccc1)c1nc(-c2ccccc2)oc1NCCCN1CCOCC1	11%	5%	4%	-7.1%	-10%	2.3%	0.2%	9%	11%
Cc1cccc(CCNC(=O)C2CCCN(c3cnccn3)C2)c1 (configuration not stated)	8%	-7%	15%	-1.8%	-7%	1.3%	0.2%	11%	-51%
Cc1ccc(CNC(=O)c2cnccn2)cc1	0%	0%	14%	-2.9%	-8%	-0.9%	0.6%	10%	5%
Cc1noc(C)c1S(=O)(=O)N1CCC(C(=O)Nc2ccc(OC(F)(F)F)cc2)CC1	-3%	0%	-6%	1.0%	4%	-1.5%	-0.1%	17%	-6%
O=C(CCCOc1ccc(Cl)cc1Cl)Nc1nnc(C2CC2)s1	7%	3%	-1%	1.0%	-38%	-0.5%	0.0%	5%	-2%
CC(=O)c1ccc(N=Nc2ccc(C)cc2)cc1	1%	-3%	-11%	3.3%	41%	-1.9%	0.1%	7%	-31%
Cc1ccc(C)c(OCC(=O)O/N=C(\N)c2cccnc2)c1	1%	2%	-9%	0.1%	-7%	-0.4%	-0.1%	5%	-16%
CC1=CC(C/C(C)=C/COc2ccc3ccc(=O)oc3c2)OC1=O (configuration not stated)	0%	-4%	7%	-2.8%	10%	-0.5%	0.0%	-9%	13%
Cc1ccc2nc(-c3ccncc3)cc(C(=O)Nc3ccc(F)cc3C)c2c1	-2%	3%	7%	1.7%	-33%	1.7%	-0.1%	-5%	-33%
CC1CCN(CCCNC(=O)CN2C(=O)CSc3ccc(S(=O)(=O)N4CCC(C)CC4)cc32)CC1	4%	-2%	8%	6.8%	-7%	-0.3%	-0.1%	-4%	-32%
CCn1nc(C)cc1C(=O)N1CCCC(CCC(=O)NCc2ccccc2F)C1 (configuration not stated)	5%	-4%	-8%	1.2%	14%	2.4%	-0.2%	0%	-32%
COC(=O)c1ccc(NC(=O)CSc2nnc(-c3ccccc3)n2C)cc1	15%	-7%	13%	-8.2%	-11%	-0.3%	-0.2%	7%	14%
CC[C@H](C)[C@H](NC(=O)[C@H](Cc1ccc(O)cc1)NC(=O)[C@@H](N)C(C)C)C(=O)N[C@@H](Cc1cnc[nH]1)C(=O)N1CCC[C@H]1C(=O)N[C@@H](Cc1ccccc1)C(=O)O	20%	-5%	14%	2.6%	4%	1.3%	-0.2%	5%	-54%
CN(C(=O)c1cccc(C#N)c1)c1nnc(C2CCCO2)s1 (configuration not stated)	-9%	4%	12%	-7.0%	12%	-1.3%	-0.2%	6%	-2%
O=C(O)c1ccc(-c2nc3ccccc3[nH]2)cc1	14%	5%	12%	4.8%	-38%	1.5%	-0.3%	-4%	-9%
CC(SCc1ccccc1)C(=O)NC1CCCC1 (configuration not stated)	-1%	1%	-2%	-0.6%	-17%	2.2%	0.2%	-7%	-3%
O=c1[nH]c(Cc2ccccc2)nc2ccccc12	-7%	6%	-2%	nt	-18%	-0.4%	-0.1%	1%	-8%[20 µM]
CCCCNC(=O)c1onc(CSc2ccc(Cl)cc2)c1C(=O)O	0%	5%	1%	2.2%	-56%	0.0%	-0.2%	5%	6%
O=C(NCc1ccncc1)Nc1ccc2c(c1)OCO2	-6%	-7%	33%	-2.0%	-9%	-1.3%	-0.1%	6%	8%
Cc1ccc(S(=O)(=O)N2CCOCC2)cc1NC(=O)COC(=O)c1n[nH]c(=O)c2ccccc12	5%	5%	3%	-0.4%	-30%	0.2%	0.1%	6%	14%
Cc1ccc(S(=O)(=O)N(Cc2ccc(Cl)cc2)c2ccccc2C(=O)NCc2cccnc2)cc1	15%	-2%	-5%	9.3%	-10%	-1.9%	0.0%	8%	-13%
COC(=O)c1ccc(S(=O)(=O)NCc2ccc(S(N)(=O)=O)cc2)o1	6%	14%	-11%	-1.4%	-11%	0.4%	-0.1%	1%	-8%
COc1ccc(CCNc2oc(COc3ccccc3F)nc2C#N)cc1OC	3%	9%	5%	-4.3%	21%	9.3%	-0.3%	3%	-7%
CCn1c(SCC(=O)Nc2cc(F)ccc2C)nnc1-c1ccccc1O	-5%	-1%	1%	-1.3%	-32%	-2.2%	-0.2%	6%	20%
CCCCc1ccc(NC(=S)NCc2cccnc2)cc1	-8%	-2%	-2%	-0.5%	-6%	-1.7%	-0.2%	-14%	30%
